Screens: PubChem, several laboratories
PfHsp40 rescue: rescue of PfHsp40-mediated yeast toxicity; S. cerevisiae expressing PfHsp40, growth rescue, ATP luminescence; growth rescue, % at 12.5 µM; hit rate 0.68% among 340,000; in the data active = growth rescue above about 28%, passing the limit was not always enough; inconclusive = no clear call, values can overlap the other calls;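 also: yeast W303a lacking pdr1 and pdr3 grown in galactose medium; growth measured after three days at 30 °C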
PrPC surface inh: reduces human prion protein on the cell surface; cell surface PrPC, TR-FRET read-out; AID 720596; P04156; inhibition, % at 13.8 µM; hit rate 0.43% among 370,000; in the data active = inhibition above about 24%; also: 0% = median of the test wells and 100% = reference compound wells
BoNT-F LC inh: BoNT F light chain protease inhibition. Multiplex microsphere protease cleavage assay, flow cytometry. inhibition, % at 10 µM. hit rate 0.22% among 360,000; in the data active = inhibition above about 35%, passing the limit was not always enough; inconclusive = no clear call, values can overlap the other calls; also: plate controls were buffer without enzyme for full effect and enzyme alone for no effect
FadD28 binding: M. tuberculosis FadD28 bisubstrate binding inhibition; hit rate 0.22% among 360,000; inhibition, % at 12.5 µM; FadD28 bisubstrate probe binding, fluorescence polarization; in the data active = inhibition above about 8.5%, passing the limit was not always enough; inconclusive = no clear call, values can overlap the other calls
BoNT-A LC inh2: BoNT A light chain protease inhibition | multiplex microsphere protease substrate cleavage, flow cytometry | inhibition, % at 10 µM | hit rate 0.17% among 360,000 | AID 588499; also: plate controls were buffer without enzyme for full effect and enzyme alone for no effect
CCHF vOTU inh: CCHFV vOTU protease inhibition. AID 651958. Pep-AMC fluorescence. inhibition, % at 11.5 µM. hit rate 0.55% among 370,000; in the data active = inhibition above about 30%; also: 0% = vehicle wells with enzyme and 100% = no enzyme wells
Anthrax LF prot: anthrax lethal factor protease inhibition; multiplex microsphere protease cleavage assay, LF; inhibition, % at 10 µM; hit rate 0.12% among 360,000; also: plate controls were buffer without enzyme for full effect and enzyme alone for no effect
Target sequence (P15917 whole entry, looked up): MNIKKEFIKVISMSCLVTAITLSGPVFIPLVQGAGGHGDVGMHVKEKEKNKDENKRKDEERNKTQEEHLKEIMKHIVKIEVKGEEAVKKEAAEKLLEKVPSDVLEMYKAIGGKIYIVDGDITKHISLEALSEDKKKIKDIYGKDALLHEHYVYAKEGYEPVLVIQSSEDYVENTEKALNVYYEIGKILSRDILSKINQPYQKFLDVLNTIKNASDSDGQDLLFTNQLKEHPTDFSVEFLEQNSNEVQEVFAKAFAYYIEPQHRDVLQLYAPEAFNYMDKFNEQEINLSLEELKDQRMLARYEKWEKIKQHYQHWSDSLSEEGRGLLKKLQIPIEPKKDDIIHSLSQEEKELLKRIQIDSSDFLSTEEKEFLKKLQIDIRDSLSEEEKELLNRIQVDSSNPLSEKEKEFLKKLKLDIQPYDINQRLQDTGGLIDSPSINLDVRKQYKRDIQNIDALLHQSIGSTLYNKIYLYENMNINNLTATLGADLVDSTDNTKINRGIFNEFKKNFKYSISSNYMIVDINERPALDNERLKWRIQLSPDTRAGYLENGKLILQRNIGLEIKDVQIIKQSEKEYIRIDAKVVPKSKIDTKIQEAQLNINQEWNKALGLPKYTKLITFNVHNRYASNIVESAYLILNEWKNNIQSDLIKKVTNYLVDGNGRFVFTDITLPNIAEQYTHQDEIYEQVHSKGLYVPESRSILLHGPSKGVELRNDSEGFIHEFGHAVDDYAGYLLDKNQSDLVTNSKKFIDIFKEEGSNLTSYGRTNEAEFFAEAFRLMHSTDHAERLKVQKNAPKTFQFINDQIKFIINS
TcdB inh: inhibitors of Clostridioides difficile toxin B glycohydrolase. hit rate 0.24% among 350,000. inhibition, % at 9.99 µM. TcdB glycohydrolase enzymatic assay, plate reader. P18177; in the data active = inhibition above about 10%
Yp Topo-I inh: blocks Yersinia pestis topoisomerase I activity; Y. pestis Topo-I cleavage product accumulation, plate reader; activity, % at 10 µM; hit rate 0.064% among 360,000; AID 504884; in the data active = activity above about 50%, passing the limit was not always enough; inconclusive = no clear call, values can overlap the other calls; also: inactives centre near 2
The depositor's hits bear a star; ? = inconclusive; nt = no result given; & = joins results of further samples. Rule as the data show it, unless noted: active = inhibition above about 30%; inconclusive = no clear call, values can overlap the other calls; inactive = below that. Compounds were not picked by outcome. About 2.3% of those tested had a hit in this group.

SMILES	PfHsp40 rescue	PrPC surface inh	BoNT-F LC inh	FadD28 binding	BoNT-A LC inh2	CCHF vOTU inh	Anthrax LF prot	TcdB inh	Yp Topo-I inh
CC(C)C(=O)NC(=S)Nc1ccc(S(=O)(=O)N2CCCC2)cc1	0.3	10	-2	-3.8	-0.5	-7	0	-2.0	3
O=C(NCCN1CCCC1)c1cccc(Cl)c1	0.9	-7	-6	-1.7	-0.3	13	-3	0.3	-4
O=C(NCc1ccncc1)c1csc([C@@H]2C[C@H](O)[C@@H](CO)O2)n1	nt	6	-4	-3.6	0.0	19	1	0.3	-5
O=C(NCCCN1CCN(Cc2ccccc2)CC1)c1nnc(Cc2c(F)cccc2Cl)o1	0.4	-9	3	-2.0	0.4	-4	-2	nt	9
Cc1ccccc1CCN1CCCC(CN(C)CC(C)(C)C)C1 (stereo not given)	-0.2	-5	-1	-0.5	-4.4	-11	1	0.8	6
Cc1ccc(NS(=O)(=O)c2ccc(CCC(=O)NCc3cccnc3)cc2)cc1	-0.5	-1	-1	0.0	-0.2	-6	-3	-0.3	-9
COc1ccc(C2SCC(=O)N2c2nnc(C34CC5CC(CC(C5)C3)C4)s2)cc1 (stereo not given)	-0.3	-5	-6	-1.5	0.6	2	-1	1.5	-3
COc1cc(/C=N/O)cc(Br)c1OC	2.1	-5	0	-3.1	0.3	0	-2	nt	2
Cc1ccc2c(c1)N(CC(=O)NC1CCC(C)CC1)C(=O)CO2 (stereo not given)	-0.4	2	-5	-2.8	-1.4	20	2	nt	5
O=C(CCn1cnc2ccccc2c1=O)Nc1ccc(S(=O)(=O)N2CCCC2)cc1	-1.1	5	6	-2.0	0.3	1	5	nt	1
CCCn1nc(NC(=O)c2ccco2)c2cc3cc(C)ccc3nc21	0.2	-12	-8	-1.2	-3.8	-9	20	2.0	2
O=c1c2ccccc2n2c(-c3cccc(F)c3)nnc2n1Cc1ccccc1	-0.7	1	0	-2.7	0.5	-9	2	0.3	-4
Cn1c(-c2ccccc2)c(C(=O)CC#N)c2ccccc21	-0.1	12	1	-4.2	0.1	6	3	-0.2	-4
Nc1ccc(C2(c3ccc(N)cc3)OC(=O)c3ccccc32)cc1	0.0	7	?	-2.4	-3.1	-7	-4	-3.0	1
COc1ccc(-n2c3c(cc(C(=O)N4CCC(C)CC4)c2=O)C(=O)CC(C)(C)C3)cc1	-0.3	9	-1	-2.2	-0.1	-1	-6	0.8	0
Cc1ccc(C(=O)COC(=O)c2cccc(NC(=O)c3ccc([N+](=O)[O-])cc3[N+](=O)[O-])c2)cc1	-0.5	-35	-13	?	-0.7	5	?	nt	4
Cc1nc2nc(COc3ccccc3)[nH]n2c(=O)c1Cl	-0.1	-2	-5	0.9	-0.7	5	-8	nt	-4
COc1ccc(NC(=S)N2CCC(c3ccc(C)cc3)C2)cc1 (stereo not given)	1.5	10	-19	1.0	2.8	19	-10	-3.3	-4
N#CC1(c2ccccc2)CCCN1C(=O)c1ccccc1Br (stereo not given)	0.6	-6	-8	-1.6	-0.2	0	0	nt	-3
O=C1NC(=O)C2(N1)c1ccccc1-c1ccccc12	22	-3	4	-3.9	0.3	2	0	1.3	2
COc1ccccc1NC(=O)c1ccc(Br)c(S(=O)(=O)N2CCCC2)c1	-0.1	3	-12	-2.4	-2.7	23	-6	0.5	18
O=C1N=C(N2C=CC(=C3C=CNC=C3)C=C2)/C(=C/N=NC(=O)c2ccccc2O)S1	-0.9	-79	-3	0.3	-2.5	21	-1	0.1	-9
COc1ccccc1CNC(=O)CN(C)CC(=O)Nc1cccc(F)c1	-1.1	4	-10	-0.9	-0.2	-16	-3	nt	-3
C=CCn1c(SCc2ccc(C(=O)Nc3nccs3)cc2)nnc1-c1ccc(C)c(Cl)c1	-1.1	18	-4	-3.9	0.1	-5	0	nt	0
CC1Cc2ccccc2N1CC(=O)c1c(N)n(Cc2ccccc2)c(=O)n(C)c1=O (stereo not given)	0.4	2	-7	-3.7	-1.9	9	-2	0.5	-14

5 compounds drawn at random from the list so far, as already listed:
SMILES	PfHsp40 rescue	PrPC surface inh	BoNT-F LC inh	FadD28 binding	BoNT-A LC inh2	CCHF vOTU inh	Anthrax LF prot	TcdB inh	Yp Topo-I inh
O=C(NCCN1CCCC1)c1cccc(Cl)c1	0.9	-7	-6	-1.7	-0.3	13	-3	0.3	-4
CC1Cc2ccccc2N1CC(=O)c1c(N)n(Cc2ccccc2)c(=O)n(C)c1=O (stereo not given)	0.4	2	-7	-3.7	-1.9	9	-2	0.5	-14
Cc1nc2nc(COc3ccccc3)[nH]n2c(=O)c1Cl	-0.1	-2	-5	0.9	-0.7	5	-8	nt	-4
Cc1ccc2c(c1)N(CC(=O)NC1CCC(C)CC1)C(=O)CO2 (stereo not given)	-0.4	2	-5	-2.8	-1.4	20	2	nt	5
C=CCn1c(SCc2ccc(C(=O)Nc3nccs3)cc2)nnc1-c1ccc(C)c(Cl)c1	-1.1	18	-4	-3.9	0.1	-5	0	nt	0

Next entries
SMILES	PfHsp40 rescue	PrPC surface inh	BoNT-F LC inh	FadD28 binding	BoNT-A LC inh2	CCHF vOTU inh	Anthrax LF prot	TcdB inh	Yp Topo-I inh
CCOCCCNC(=O)C(c1ccc(C)cc1)N(Cc1ccc2c(c1)OCO2)C(=O)CNC(C)=O (stereo not given)	-0.8	-4	35*	-1.0	0.4	9	-3	nt	11
CC(OC(=O)CN1C(=O)C2CCCCC2C1=O)C(=O)Nc1ncc(Cl)cc1Cl (stereo not given)	0.2	1	1	-2.9	-0.9	-4	0	nt	-10
COc1ccc(NC(=O)Nc2cccc3[nH]c([C@@H]4O[C@H](CO)[C@@H](O)[C@H](O)[C@H]4O)nc23)cc1OC1CCCC1	nt	6	-7	-0.4	-0.6	2	-2	0.7	1
COc1ccc(-c2nc(NC(=O)CSc3nnc(C)s3)ns2)cc1	0.6	nt	-8	-0.5	-0.3	nt	-3	-0.3	1
CCOC(=O)N1CCN(C(=O)COC(=O)c2ccc(S(=O)(=O)N(CC)CC)cc2)CC1	0.2	0	-8	0.7	-0.2	-3	-7	-0.1	6
Cc1ccc(C(=O)COC(=O)[C@@H](NC(=O)c2ccco2)C(C)C)s1	0.3	-4	-4	-2.6	0.3	9	5	0.7	5
O=C(CN1C(=O)c2ccccc2S1(=O)=O)Nc1ccc([N+](=O)[O-])cc1	-0.5	-5	-2	-0.9	-0.4	4	0	-1.3	-15
CCC(C)N1C(=O)S/C(=C/c2ccc3c(c2)n(C)c(=O)n3C)C1=O (stereo not given)	1.5	5	-4	-2.3	-0.8	-5	6	-0.4	0
Cc1ccccc1NC(=O)c1nn(C)c2c1CS(=O)(=O)c1ccccc1-2	0.5	2	-5	-1.4	-2.8	-8	-5	-1.5	-7
COCCN(C(=O)C1CCCO1)c1c(N)n(CC(C)C)c(=O)[nH]c1=O (stereo not given)	-0.6	-5	0	-3.2	-0.2	3	-1	1.6	-2
COc1ccccc1NC(=O)C(=O)NCc1ccncc1	-0.7	5	-2	-0.7	-0.4	4	0	-0.5	-3
CCn1c(/C=C/c2ccc(O)cc2)nc2ccccc2c1=O	1.3	-7	-13	0.0	1.8	-3	-5	5.2	-1
CC(=O)N(CCC(c1ccccc1)c1ccco1)Cc1cccs1 (stereo not given)	1.2	4	-5	-0.1	0.2	1	0	nt	10
COc1ccc(-c2nc(N)ncc2-c2ccccc2)c(O)c1	-0.1	0	11	0.2	-1.5	4	-1	0.3	11
O=C(CSC(=S)N1CCCC1)Nc1ccc(Br)cc1Cl	0.0	-4	35*	-8.7	2.0	-1	-1	-0.2	-4
CCC(C)N(C(=O)COc1ccc(Br)cc1C=O)C1CCS(=O)(=O)C1 (stereo not given)	-0.6	6	-2	-0.7	-2.5	16	3	1.5	-4
COc1nc2c(s1)C(=O)NCCC2	-1.9	-2	-2	-3.0	-0.9	-5	0	nt	3
CCOc1ccc2nc(NC(=O)C3CCN(C(=O)c4ccco4)CC3)sc2c1	1.9	2	11	-1.0	0.5	6	-20	1.0	6
CCc1cc2c(SCC(=O)c3ccc(Cl)s3)ncnc2s1	-0.6	0	-22	-1.1	-0.2	4	-3	nt	30
Cc1nc2ccccc2n1CC(=O)OCC(=O)NCc1ccccc1	1.2	7	-6	0.5	-0.5	13	-2	-0.1	13
COc1ccc2[nH]c(=O)c(CN(CCO)C(=O)c3ccccc3F)cc2c1	-0.4	-6	-4	-2.9	-0.4	-6	-1	0.7	-4
CC(CCc1ccccc1)NC(=O)[C@@H]1Cc2ccccc2CN1 (stereo not given in full)	nt	-3	16	-0.7	-0.4	6	1	-0.9	-2
C=CCNCCCOc1ccc(C)cc1Br	-1.3	-2	-1	-3.5	-0.7	-16	-1	nt	-1
COc1ccc(/C=C/C(=O)Nc2cccc(F)c2)cc1S(=O)(=O)N1CCOCC1	2.5	-6	0	-3.6	0.2	-7	-8	-0.5	0
COc1ccc(CCNC(=O)CN(CCc2ccccc2)S(C)(=O)=O)cc1	-2.3	-4	-12	0.8	-3.8	5	-12	1.4	14
Next part
SMILES	PfHsp40 rescue	PrPC surface inh	BoNT-F LC inh	FadD28 binding	BoNT-A LC inh2	CCHF vOTU inh	Anthrax LF prot	TcdB inh	Yp Topo-I inh
CCOC(=O)N1CCN(Cc2ccc(F)cc2F)CC1	0.6	11	1	-0.2	-1.2	4	-3	nt	4
Cc1ccc(Cc2c(-c3cccc(Cl)c3)nc3ccc(Cl)cn23)cc1	nt	-6	1	-2.2	1.3	13	2	2.9	nt
COc1ccc(-n2c(O)c(C(C)=NCC3CCCO3)c(=O)[nH]c2=O)cc1 (stereo not given)	1.0	-2	7	0.8	0.0	-1	-9	-0.3	2
Cn1nccc1-c1coc2c(C(=O)NCC3CCOCC3)cccc12	nt	-2	-1	-3.1	-0.8	4	0	0.9	-8
Cn1c(=O)c2c(SCC(=O)N3CCCc4ccccc43)nc(C3CC3)nc2n(C)c1=O	-1.0	1	-7	-2.0	-0.4	1	-10	0.9	1
Cc1ccc(CSc2nccc(-c3c(C)nc4ccccn34)n2)cc1	nt	4	nt	0.7	nt	-4	nt	1.9	6
CNC(=S)N/N=C/c1ccc(-c2ccc(Cl)c([N+](=O)[O-])c2)o1	0.2	-15	0	-1.1	-0.4	6	-3	1.6	-3
CCc1nnc(N/N=C/c2c(F)cccc2Cl)n1N	-3.2	5	?	-0.4	2.0	87*	-8	-14	-1
C[C@@H]1CN([C@@H](C)CO)C(=O)c2cc(Br)cnc2O[C@@H]1CN(C)S(=O)(=O)c1ccc(F)cc1	nt	-4	-1	-0.2	-0.2	2	-3	0.2&1.2&1.4	6
NC(N)=NS(=O)(=O)c1ccc(N/C=C\C(=O)c2ccncc2)cc1	0.7	-7	4	-0.3	-0.9	11	6	0.2	-1
COc1ccc(/C=C/C(=O)OCC(=O)Nc2ccc(Cl)c(S(=O)(=O)N(C)C)c2)cc1OC	-0.3	-2	-2	-2.2	-0.8	1	0	1.6	7
Cc1nn(CCC(=O)NNC(=S)Nc2ccccc2)c(C)c1Br	-0.1	4	-4	-0.1	-0.2	-5	-2	0.3	-8
C/C(=N\Nc1ccccc1[N+](=O)[O-])c1ccccc1O	0.0	-6	-6	-0.7	-0.8	11	-16	1.5	-3
CN(C)CCNC(=O)c1ccc(CS(=O)(=O)c2ccc(Br)cc2)o1	-0.7	-7	2	0.4	-1.8	-7	-9	1.5	13
CC1C(=O)N(Cc2cn(CCC3OCCCO3)nn2)CCS(=O)(=O)N1Cc1ccc(-c2cccc(N(C)C)c2)cc1 (stereo not given)	nt	1	-5	-4.6	-0.3	-6	-2	0.3	8
COc1ccc(CCNC(=O)C2Cc3ccccc3C(=O)O2)cc1 (stereo not given)	-2.0	6	-1	-3.5	-1.0	-12	-7	2.8	-7
COc1cc(C(=O)NCCCN2CCCC2=O)cc(OC)c1OC	-0.9	2	2	0.4	-0.8	-13	-4	1.8	1
CCOC(=O)Cc1csc(NC(=O)CCCc2ccccc2)n1	-1.0	9	?	-3.2	-3.6	-4	16	2.2	-6
Cc1ccc(-n2nc3c(=O)n(CC(=O)NCc4ccccn4)nc(C)c3c2C)cc1	-0.6	-5	3	-0.5	1.7	-2	-1	-0.3	5
COc1ccc(COCC(O)CN2CCOCC2)cc1OC (stereo not given)	-1.7	-3	-8	-3.0	-0.4	0	-2	nt	-1
